# Assay outcomes deposited in PubChem by Sanford-Burnham Center for Chemical Genomics.
# MIN6 prolif: induces beta-cell replication in MIN6 cells. MIN6 cells proliferation, ATPlite luminescence, 48 h; cells starved in 0.2% serum; 100% = growth in 10% serum. proliferation, % at 10 µM. 330,000 tested, 0.29% active;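 active means compounds whose signal lies at least 3.5 SD above the mean of all wells on their plate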;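 further: 0% = DMSO-treated cells in low-serum medium and 100% = 10% serum control; some compounds called inactive have numbers as strong as hits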
# A3A deaminase: blocks human APOBEC3A ssDNA deamination; P31941; recombinant A3A, FAM/TAMRA ssDNA deamination fluorescence; 330,000 tested, 0.41% active; inhibition, % at 20 µM;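 active means at least 40% inhibition at 20 µM here, with at most 30% in a related deaminase screen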;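 further: plate controls were A3A with DMSO for no effect and wells lacking A3A enzyme for full effect; some results filed as inactive read as strong as hits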
# Target sequence (P31941 whole entry, looked up): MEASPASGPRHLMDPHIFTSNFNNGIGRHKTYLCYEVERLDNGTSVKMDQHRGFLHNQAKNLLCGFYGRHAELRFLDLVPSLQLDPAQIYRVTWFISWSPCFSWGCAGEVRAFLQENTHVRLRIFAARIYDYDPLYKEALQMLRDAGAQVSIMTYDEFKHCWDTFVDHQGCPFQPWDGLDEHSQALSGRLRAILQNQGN
# A3G deaminase: APOBEC3G (human) deaminase inhibition | recombinant A3G, ssDNA deamination FAM/TAMRA fluorescence | inhibition, % at 20 µM | 330,000 tested, 0.28% active | AID 493012 | Q9HC16;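 active means inhibition of at least 40% at 20 µM, with no more than 30% in the related APOBEC3A deaminase screen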;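 further: plate controls were DMSO wells with A3G for no effect and wells lacking A3G enzyme for full effect; some compounds called inactive have numbers as strong as hits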
# Target sequence (Q9HC16 whole entry, looked up): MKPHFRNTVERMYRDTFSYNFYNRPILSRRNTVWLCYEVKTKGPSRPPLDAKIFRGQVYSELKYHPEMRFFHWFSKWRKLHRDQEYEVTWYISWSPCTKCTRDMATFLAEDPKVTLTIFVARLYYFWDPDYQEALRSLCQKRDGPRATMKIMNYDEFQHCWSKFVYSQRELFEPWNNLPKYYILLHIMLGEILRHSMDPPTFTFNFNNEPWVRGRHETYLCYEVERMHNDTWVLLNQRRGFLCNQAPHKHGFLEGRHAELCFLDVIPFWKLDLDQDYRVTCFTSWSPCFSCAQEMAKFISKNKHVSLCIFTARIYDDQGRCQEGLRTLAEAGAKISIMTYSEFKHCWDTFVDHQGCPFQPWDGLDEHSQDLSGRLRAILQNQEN
# NALP3 yeast inh: NALP3 inhibition in yeast; Yeast reconstituted NLRP3/ASC/caspase-1, beta-gal luminescence, 24 h; 330,000 tested, 0.39% active; inhibition, % at 10 µM;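 active means inhibition of 50% or more; inactive means inhibition below 50%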;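 further: plate controls were induced DMSO wells for no effect and uninduced yeast grown without galactose for full effect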
# hIAP act: increases human intestinal alkaline phosphatase activity; purified human IAP, CDP-Star luminescence, 30 min; stronger effect = higher value; 1 = vehicle-only enzyme, 0 = enzyme-free background; activation factor at 10 µM; 330,000 tested, 0.16% active; AID 2524;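 active means activation factor of the enzyme at least 2-fold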; further: the source names both 10 and 20 µM as test concentration; values of inactives mirror those of a sister screen read the other way
# mIAP inh: blocks mouse intestinal alkaline phosphatase. purified mouse IAP, CDP-Star luminescence, 30 min. inhibition, % at 10 µM. 330,000 tested, 0.2% active. AID 2806;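 active means inhibition of at least 40% at 10 µM in the primary screen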;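 further: plate controls were DMSO with enzyme for no effect and no enzyme wells for full effect; values of inactives mirror those of a sister screen read the other way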
# SENP1 FRET inh: inhibitors of human SENP1 SUMO protease catalytic domain | Q9P0U3 | recombinant SENP1 catalytic domain, CyPet-SUMO1-YPet FRET cleavage | inhibition, % at 10 µM | 360,000 tested, 0.21% active | AID 624204;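 active means inhibition at least 30% at 10 µM, raw YFP signal under a set limit, fluorescence ratio 0.5 to 1.5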;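 further: 0% = enzyme with DMSO and 100% = no enzyme wells; some results filed as inactive read as strong as hits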
# Target sequence (Q9P0U3 419-644 limits assumed): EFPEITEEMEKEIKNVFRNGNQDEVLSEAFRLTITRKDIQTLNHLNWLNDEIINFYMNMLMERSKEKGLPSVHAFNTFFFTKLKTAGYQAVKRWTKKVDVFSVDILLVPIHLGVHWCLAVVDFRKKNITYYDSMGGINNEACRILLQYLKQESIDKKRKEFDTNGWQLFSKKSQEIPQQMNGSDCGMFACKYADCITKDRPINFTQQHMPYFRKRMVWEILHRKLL
#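 Test system: recombinant human SENP1 catalytic domain, His6-tagged / Medium: pH 8 Tris buffer with EDTA, NaCl, BME, BSA, NP40, catalase / Also added: SUMO1 FRET substrate flanked by Cypet and Ypet, 25 nM / Times: 50 min reaction at room temperature / Signal: FRET, CFP and YFP emission / Control set: no-enzyme low control and enzyme-plus-DMSO high control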
# mIAP activ: mouse IAP activation; 330,000 tested, 0.24% active; muIAP, CDP-Star luminescence, 30 min; stronger effect = higher value; 1 = vehicle-only enzyme signal, 0 = enzyme-free wells; activation factor at 10 µM;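 active means activation factor of at least 2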; further: the source names both 10 and 20 µM as test concentration; values of inactives mirror those of a sister screen read the other way
#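 Assay system: mouse IAP enzyme / Compound: DMSO-dissolved test compounds / Timing: 30 min, room temperature / Measured by: luminescence from enzymatic CDP-Star hydrolysis / Control set: DMSO-only wells, enzyme-free buffer wells as negative control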
# hIAP block: blocks human intestinal alkaline phosphatase. purified IAP, CDP-Star luminescence, 30 min. P09923. 330,000 tested, 0.12% active. inhibition, % at 10 µM. AID 2544;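 active means inhibition reaching a set limit with compound at 10 µM in the primary screen, cut at about 35% in these data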;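 further: plate controls were DMSO wells with enzyme for no effect and no-enzyme buffer wells for full effect; values of inactives mirror those of a sister screen read the other way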
# Active calls of the source: *; . = not tested or not shown.
SMILES,MIN6 prolif,A3A deaminase,A3G deaminase,NALP3 yeast inh,hIAP act,mIAP inh,SENP1 FRET inh,mIAP activ,hIAP block
CCOc1ccccc1N(C)S(=O)(=O)c1ccc2c(c1)CC(C)N2C(=O)C1CC1 (configuration not stated),2,3,9,19,1.1,-7,2,1.1,-6
CCOc1ccc(S(=O)(=O)Nc2ccc(S(=O)(=O)N3CCOCC3)cc2)cc1,-3,3,-1,1,0.94,0,3,1,6
Cc1ccc(Cl)cc1NC(=O)C(NS(=O)(=O)c1cccs1)c1ccccc1 (configuration not stated),3,6,1,17,0.99,0,3,1,1
O=C(COc1ccccc1)Nc1ccccc1N1CCN(c2ccccc2)CC1,-3,-2,0,5,0.84,2,-2,0.98,16
COc1ccc([C@H]2CC(=O)C=C(c3ccc(C(=O)O)cc3)C2)cc1OC,-3,1,0,12,0.97,5,1,0.95,3
CN(CC(=O)NCc1ccco1)C(=O)C1CC(=O)N(c2ccc3c(c2)OCCO3)C1 (configuration not stated),-3,-3,-6,1,0.84,-4,0,1,16
COc1ccc(/C=C/c2c(-c3ccccc3OC)sc3ccccc23)cc1OC,-4,-2,-10,12,1,-4,-12,1,-4
COc1ccc(-c2ccc(SCC(=O)N3CC(=O)Nc4ccccc43)nn2)cc1,0,-4,-7,16,0.96,10,3,0.9,4
CCC(C(=O)Nc1ccc(S(=O)(=O)N(C)C2CCN(C)CC2)cc1)c1ccccc1 (configuration not stated),-5,36,0,18,0.98,-22,-2,1.2,2
COc1ccccc1/C=C/C=N/n1c(-c2ccc(Cl)cc2)n[nH]c1=S,-2,2,7,31,1,8,3,0.92,0
O=C(NNC1CC(=O)N(c2ccc(Br)cc2)C1=O)c1cccnc1 (configuration not stated),-1,-1,-5,-20,1,12,2,0.88,-1
O=C(Nc1cc(F)cc(F)c1)c1ccc(NCCCN2CCCCCC2)c([N+](=O)[O-])c1,-5,-23,-6,13,0.95,7,3,0.93,4
O=C(Nc1ccon1)c1cccc(C(F)(F)F)c1,-3,3,-3,-30,0.92,2,1,0.97,8
O=C(CSc1ncnc2sc3c(c12)CCCC3)NC1CCS(=O)(=O)C1 (configuration not stated),2,-4,-3,-2,1,16,19,0.84,-3
COc1ccc(CNC(=O)C(CCSC)NS(=O)(=O)c2ccccc2F)cc1 (configuration not stated),0,0,-3,5,0.94,5,1,0.95,6
COc1ccc(-c2cc(N)n(S(=O)(=O)c3c(F)c(F)c(F)c(F)c3F)n2)cc1OC,-5,7,2,-29,1,9,5,0.91,-4
Cc1nn(C)c(C)c1CN(C)C(=O)c1cc2nc(-c3ccco3)cc(C(F)(F)F)n2n1,-2,-17,-5,-2,0.96,-3,-64,1,4
Cc1cc(Cl)c(S(=O)(=O)Nc2ccc3c(c2)OCCO3)cc1OCC(N)=O,0,0,0,4,0.88,-7,1,1.1,12
COc1ccccc1CNC(=O)/C=C/c1ccc(Br)o1,1,31,34,0,0.88,10,-19,0.9,12
CCOC(=O)N=Nc1c(O)n(Cc2ccccc2)c2ccccc12,-4,5,4,-6,1.2,11,3,0.89,-18
O=C(CN1C2CCCC1CC(NC(=O)c1ccco1)C2)Nc1ccccc1C(F)(F)F (configuration not stated),-3,-3,-6,-6,1,-1,1,1,0
CN(C)CCNC(=O)CCn1nc(-c2ccc(Cl)cc2)ccc1=O,2,2,-6,14,1,1,-2,0.99,-4
COc1ccc2c(c1)C(=O)[C@H](O)[C@@H](c1ccc(OC)c(Br)c1)O2,-8,-2,-7,29,1,2,.,0.98,0
NNC(=O)CC12CC3CC(C1)CC(n1ncnn1)(C3)C2,0,2,-5,-10,0.9,-13,2,1.1,10
Cc1ccc(NS(=O)(=O)c2ccc(CCC(=O)N3CCCC3)cc2)cc1,0,-3,-6,6,1.3,0,0,1,-27
CCN(CC)CCNC(=O)c1ccc(NC(=O)c2ccc(S(=O)(=O)N3CCCCCC3)cc2)cc1,-3,1,8,11,0.83,-8,1,1.1,17
CN(C(=O)c1sc2nc(N3CCOCC3)c3c(c2c1N)CCCC3)c1ccccc1,-4,-5,-12,-6,0.96,-10,-12,1.1,4
C=CCOC(=O)c1[nH]c2c(c1C)C(=O)CC(c1ccco1)C2 (configuration not stated),-6,19,13,22,1.1,11,.,0.89,-6
CCOC(=O)c1c(C)[nH]c(C)c1S(=O)(=O)NCCN1CCN(c2ccccc2F)CC1,0,-2,-6,10,0.97,-4,1,1,3
Cc1ccccc1C1NC(c2ccccc2C)C([N+](=O)[O-])C(C)(C)C1[N+](=O)[O-] (configuration not stated),-3,0,-1,12,1.1,9,1,0.91,-10
COc1ccc(-c2oc3ncn(CCN4CCOCC4)c(=N)c3c2-c2ccc(OC)cc2)cc1,-6,3,-1,11,0.96,10,1,0.9,4
COc1cccc(CNC(=O)c2ccc3c(c2)N(C)CCS3)c1OC,2,-3,-1,8,0.89,6,-7,0.94,11
CCOC(=O)C1(CCc2ccccc2)CCN(C2Cc3ccccc3C2)CC1,-4,-1,-6,7,0.88,6,-2,0.94,12
Clc1ccc(C2Nc3cccc4cccc(c34)N2)cc1Cl,-4,3,21,16,0.9,7,5,0.93,10
CCN(CC)C(=O)CSc1nc2c(sc(=S)n2-c2ccccc2)c(=O)n1-c1ccccc1OC,2,-3,-11,12,1.1,1,0,0.99,-12
CC(=O)NC(Cc1ccc(F)cc1)C(=O)NC1CCN(C(=O)Nc2cccc(C)c2)CC1 (configuration not stated),1,-6,-13,15,0.96,-1,1,1,4
Cc1ccc(F)cc1CNC(=O)C1CCC(=O)N(CCc2ccccc2)C1 (configuration not stated),-1,-1,-3,2,1.1,2,-1,0.98,-7
CCOc1ccccc1N=NC1C(=O)N(C(N)=S)N=C1C (configuration not stated),0,-4,-1,18,1.1,7,92,0.93,-10
Cc1ccc(-c2noc(C3CCCN(C(=O)c4ccccc4)C3)n2)o1 (configuration not stated),-3,-10,-10,1,0.93,3,-2,0.97,7
CCC1=NC(c2ccccc2)N(O)C1(C)C (configuration not stated),-2,2,3,21,0.94,-5,1,1,6
CC(C)CC(=O)N1CCN(Cc2ccccc2[N+](=O)[O-])CC1,-5,3,-4,17,0.91,-6,2,1.1,9
CC1C/C(=N\NC(=O)c2ccc([N+](=O)[O-])cc2)CC(C)(C)C1 (configuration not stated),-1,4,-3,-6,1,4,3,0.96,0
COc1ccc(Cl)cc1NC(=O)c1c(-c2ccccc2)noc1C,-2,-1,-4,8,0.86,-2,-2,1,14
CCOC(=O)C1=C(C)NC(C)=C(C(=O)OCC)C1C(=O)OCC(=O)NC,0,5,0,5,1,-3,-2,1,-4
CC1=C(C(=O)NC2CCCC(C)C2C)C2(CCCCC2)OC1=O (configuration not stated),0,-2,-1,9,0.93,6,2,0.94,7
Cc1nc(N2CCOCC2)c2c(C)c(C(=O)Nc3ccc(F)cc3Cl)sc2n1,-1,2,0,-3,0.98,1,1,0.99,2
COc1ccc(C(=O)Nn2c(C)nc3ccccc3c2=O)cc1OC,2,-2,-8,8,1.1,1,3,0.99,-8
CSc1nnc2c(n1)c(C)nn2-c1ccc(C)cc1,1,2,-4,2,0.92,12,16,0.88,8
CCOC(=O)c1cc(-c2nnc(SCC(=O)Nc3ccc(F)cc3)o2)c(C)nc1C,0,3,19,6,0.99,7,1,0.93,1
Cn1c(=O)c(C(N)=S)cn(-c2ccccc2)c1=O,-4,-3,-6,-9,0.94,14,2,0.86,6
COC(=O)c1cc(NC(=O)CN2C(=O)CSC2=O)ccc1Cl,0,-3,-3,-1,1.2,4,1,0.96,-17
COc1ccccc1N1CCN(C(=O)CSc2ccc3c(C)cc(C)nc3n2)CC1,-2,2,2,6,0.98,-2,-5,1,2
CN1CCN(C(=O)C2=C[C@H](c3ccc(C(F)(F)F)cc3)C[C@H](OCCCCO)O2)CC1,-4,-7,-4,-7,1,-9,-5,1.1,-2
Cc1cccnc1NC(=S)Nc1ncccc1C,-5,-2,-4,-6,1.1,-8,3,1.1,-11

# An excerpt from the list above, for reference:
SMILES,MIN6 prolif,A3A deaminase,A3G deaminase,NALP3 yeast inh,hIAP act,mIAP inh,SENP1 FRET inh,mIAP activ,hIAP block
CC1C/C(=N\NC(=O)c2ccc([N+](=O)[O-])cc2)CC(C)(C)C1 (configuration not stated),-1,4,-3,-6,1,4,3,0.96,0
COc1ccc(Cl)cc1NC(=O)c1c(-c2ccccc2)noc1C,-2,-1,-4,8,0.86,-2,-2,1,14
CCOC(=O)C1=C(C)NC(C)=C(C(=O)OCC)C1C(=O)OCC(=O)NC,0,5,0,5,1,-3,-2,1,-4
CC1=C(C(=O)NC2CCCC(C)C2C)C2(CCCCC2)OC1=O (configuration not stated),0,-2,-1,9,0.93,6,2,0.94,7
Cc1nc(N2CCOCC2)c2c(C)c(C(=O)Nc3ccc(F)cc3Cl)sc2n1,-1,2,0,-3,0.98,1,1,0.99,2
COc1ccc(C(=O)Nn2c(C)nc3ccccc3c2=O)cc1OC,2,-2,-8,8,1.1,1,3,0.99,-8
CSc1nnc2c(n1)c(C)nn2-c1ccc(C)cc1,1,2,-4,2,0.92,12,16,0.88,8
CCOC(=O)c1cc(-c2nnc(SCC(=O)Nc3ccc(F)cc3)o2)c(C)nc1C,0,3,19,6,0.99,7,1,0.93,1
Cn1c(=O)c(C(N)=S)cn(-c2ccccc2)c1=O,-4,-3,-6,-9,0.94,14,2,0.86,6
COC(=O)c1cc(NC(=O)CN2C(=O)CSC2=O)ccc1Cl,0,-3,-3,-1,1.2,4,1,0.96,-17
COc1ccccc1N1CCN(C(=O)CSc2ccc3c(C)cc(C)nc3n2)CC1,-2,2,2,6,0.98,-2,-5,1,2
CN1CCN(C(=O)C2=C[C@H](c3ccc(C(F)(F)F)cc3)C[C@H](OCCCCO)O2)CC1,-4,-7,-4,-7,1,-9,-5,1.1,-2
Cc1cccnc1NC(=S)Nc1ncccc1C,-5,-2,-4,-6,1.1,-8,3,1.1,-11

# This is a subset; the hit share may differ from the screen's.
